# Compound activity from PubChem.
# b-catenin transl – beta-catenin nuclear translocation modulation | HeLa beta-catenin nuclear translocation, immunofluorescence imaging | nuclear translocation activity, % at 5 µM | 190,000 tested, 0.3% active | AID 1665;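 active = nuclear translocation activity above 50% at 5 µM, with a well cell count of 50 or more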;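 note: per-cell ratio of nuclear to cytoplasmic median beta-catenin stain intensity; plate controls were DMSO negative control for no effect and GSK-3 inhibitor IX positive control for full effect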
#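 Test system: human HeLa cells, endogenous beta-catenin. Times: 24 h compound exposure, 37°C. Measured by: beta-catenin immunofluorescence imaging with DAPI.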
# Salmonella PhoP GFP – PhoP-dependent GFP reporter repression – Salmonella Typhimurium, primary screen (AID 1863); S. Typhimurium PhoP-regulated promoter GFP reporter, 4 h; higher % means a stronger effect; inhibition, % at 50 µM, or IC50 in µM where a hit was titrated; 300,000 tested, 0.16% active;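 active = inhibition over 29.93%, a cutoff 3 SD above the screen mean, later confirmed by dose response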;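 note: 0% = low Mg2+ inducing control and 100% = high Mg2+ repressing control; strong numbers were not always called active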
# Autophagy mod – alters autophagy in cells; MEF GFP-LC3 puncta imaging; test concentration mostly 10 µM; calls only at 10 µM (by protocol); 190,000 tested, 0.98% active; AID 463193;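 active = percentage of spot-positive cells more than 3 SD above its plate mean, without a fluorescence outlier flag or 80% toxicity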;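 note: spot-positive cell cutoff set from DMSO-treated cells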
# MT stabilizer – microtubule stabilization, imaging screen. HeLa tubulin immunostaining HCS, 24 h; share of cells brighter than vehicle mean+2SD. % tubulin-high responders, % at 10 µM. 200,000 tested, 0.83% active;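 active = plate Z-score above 3 for both tubulin-high and condensed-nucleus cell shares, with cell loss under 80%, at 10 µM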;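 note: anti alpha tubulin signal scored within the nucleus-defined area of each cell; some results filed as inactive read as strong as hits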
# CSM14.1 death rescue – protection against thapsigargin-triggered cell killing – 384-well, CSM14.1, ATP luminescence, primary screen (AID 1222). CSM14.1 thapsigargin-induced death rescue, ATP luminescence; higher % means a stronger effect. one-dose cellular ATP content (survival), % at 20 µM; EC50 in µM for titrated hits. 190,000 tested, under 10 active;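 active = EC50 below 50 µM in the dose-response confirmation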;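 note: death triggered by thapsigargin at about 15 µM added after 2 h compound pretreatment; cell ATP read after overnight thapsigargin exposure of roughly 18 to 22 hours; normalized against plate controls of thapsigargin alone and 5% DMSO vehicle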
# Insulin prom up – MIN6 insulin promoter up-regulation. MIN6 insulin promoter-GFP reporter, high-content imaging; stronger effect = higher value. z-score at 5 µM. AID 1625. 190,000 tested, 0.3% active;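 active = z-score above 3 at 5 µM with at least 500 cells counted in the well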
# Lipid droplet – modulators of hepatic lipid droplet formation; AML12 mouse hepatocytes, oleate lipid droplets, BODIPY imaging; inhibition, % at 6.5 µM; 240,000 tested, 0.4% active; AID 1656;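 active = lipid droplet intensity inhibited by at least 50%, with more than 500 cells counted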
#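 material = mouse AML12 hepatocyte cell line, fixed after treatment | also added = 100 µM oleic acid challenge | doses = compound at 6.5 µM only | schedule = overnight exposure | technique = Image-based BODIPY and DAPI two-channel analysis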
# Dynein cargo inh – blocks dynein driven cargo transport along microtubules | 3617.4 mouse cells, GR-EGFP nuclear translocation imaging; test concentration mostly 20 µM; stimulated with dexamethasone, 1 µM; stronger effect = lower value | z-score, hits read low | 220,000 tested, 0.47% active;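 active = plate z-score of nuclear minus cytoplasmic receptor signal below a set negative limit, without overly bright fluorescence or cell loss, cut at about -3.5 in these data, passing the limit was not always enough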;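 note: z-score of nuclear minus cytoplasmic ring GR-EGFP intensity difference per well; some compounds called inactive have numbers as strong as hits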
#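 Buffer or medium: Induction medium lacking tetracycline, stripped serum | Also added: Dexamethasone agonist, 1.0 µM final, for 30 min | Timing: 48 h induction, 1 h compound, 30 min dex at 37 °C | Detection: Formaldehyde fixation, Hoechst nuclear stain, 10x automated fluorescence imaging | Measure: Nuclear versus cytoplasmic GR-EGFP signal, averaged per well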
# T cell HTS – modulates CD8 T cell binding to vesicles. 2C CD8+ T cell-vesicle binding, flow cytometry; stronger effect = lower value. calls only at 7 µM. 330,000 tested, 0.068% active. AID 2052;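 active = response, share of CD8 T cells binding vesicles, and their 90th percentile fluorescence all below set limits, cut at about 80% in these data, passing the limit was not always enough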
#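 Read-out – percent CD8+ FL2 mean versus row control · System – murine 2C transgenic CD8+ T lymphocytes · Times – 1.5 h cell–vesicle binding at 37 °C, then 20 min icy labelling · Control set – naked vesicles low, QL9 vesicles with vehicle high · Detection – cytometric PE anti-B7-1 and Alexa647 anti-CD8 signals after 1% paraformaldehyde fixation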
# Dynein cargo inh cytoplasmic EGFP – recorded beside Dynein cargo inh, whose call it bears; z-score; measured here: cytoplasmic GR-EGFP intensity; stronger effect = higher value
# Dynein cargo inh nuclear GR-EGFP – further read-out of Dynein cargo inh, marked with its call; z-score; measured here: nuclear GR-EGFP intensity;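 lower value marks the stronger effect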
# Dynein cargo inh cell count – second read-out of Dynein cargo inh, no call of its own (marks repeat the call); z-score; measured here: cell count per field
# Insulin prom up cell count – second read-out of Insulin prom up, no call of its own (marks repeat the call); cell count; measured here: cytotoxicity, nuclei count;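 total cells summed across four imaged fields per well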
# Lipid droplet cells 6.5 µM – recorded beside Lipid droplet, whose call it bears; cell count; measured here: cell count, cytotoxicity flag;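 cells counted across two imaged fields per well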
# b-catenin transl cell count 5 µM – also measured in b-catenin transl; calls as there; cell count; measured here: cell count, cytotoxicity flag
# T cell HTS vesicle-bound % – further read-out of T cell HTS, marked with its call; double positive events, %; measured here: CD8+ vesicle-bound cell fraction;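 binding gate set so that unloaded-vesicle control wells show 10% double positive cells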
# MT stabilizer Hoechst-high % – also measured in MT stabilizer; calls as there; % Hoechst-high responders; measured here: nuclear condensation Hoechst responders;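 share of cells brighter than vehicle mean plus two SD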
# MT stabilizer cytotoxicity % – also measured in MT stabilizer; calls as there; toxicity, %; measured here: cytotoxicity by cell density;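 0% = mean cell density of plate MIN control wells and 100% = no cells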
# Autophagy mod cell loss 18 h – second read-out of Autophagy mod, no call of its own (marks repeat the call); toxicity, %; measured here: cell loss, nuclei count;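 cell loss after 18 h compound exposure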
# The depositor's hits bear a star; i = inactive; / = no result given; + = active, no number. An unsorted share of the library. Share with any hit: about 3%.
mol | b-catenin transl | b-catenin transl cell count 5 µM | Salmonella PhoP GFP | Autophagy mod | Autophagy mod cell loss 18 h | MT stabilizer | MT stabilizer Hoechst-high % | MT stabilizer cytotoxicity % | CSM14.1 death rescue | Insulin prom up | Insulin prom up cell count | Lipid droplet | Lipid droplet cells 6.5 µM | Dynein cargo inh | Dynein cargo inh cytoplasmic EGFP | Dynein cargo inh nuclear GR-EGFP | Dynein cargo inh cell count | T cell HTS | T cell HTS vesicle-bound %
O=C(NCCCn1ccnc1)c1cc(-c2cccnc2)nc2ccc(Br)cc12 | 0.1 | 1524 | 13% | i | 14 | 2.3 | 2.5 | 5.8 | -0.6% | 0.34 | 1438 | / | / | -0.42 | -0.36 | 0.33 | 1 | i | 7
O=C(Nc1ccc(-c2cn3c(n2)SCC3)cc1)c1ccc2ccccc2n1 | -0.8 | 1147 | -7% | i | -4 | 4.0 | 2.9 | 7.2 | -1.3% | -0.34 | 1187 | 42 | 672 | -0.9 | -0.31 | -0.36 | 0.39 | i | 43
O=C1c2ccccc2C(=O)N1Cc1nc2ccccc2c(=O)n1CCCN1CCOCC1 | 0.6 | 760 | -1% | i | 4 | 2.4 | 2.4 | 6.2 | 1.1% | 0.06 | 1394 | / | / | 0.64 | -0.33 | 0.32 | -0.58 | i | 50
Fc1ccc(Sc2ccccc2CNC2=NCCN2)cc1 | 1.6 | 502 | 12% | i | -11 | 1.9 | 2.4 | 7.9 | 1.5% | -0.85 | 973 | -20 | 715 | 0.12 | -0.3 | -0.13 | -0.47 | i | 44
COc1cc(NC(=O)c2ccco2)c(OC)cc1NC(=O)c1cc(OC)c(OC)c(OC)c1 | -0.1 | 1060 | -14% | i | 16 | 5.3 | 2.7 | 12 | -2.5% | -0.3 | 1816 | -1 | 610 | 3 | -0.17 | 0.75 | -1.9 | i | 46
Cc1cc(C)c(OCC(=O)OCCNC(=O)c2cccnc2)c(C)c1 | -0.1 | 1303 | -11% | i | -1 | 3.2 | 2.3 | 9.6 | 2.4% | 0.15 | 1587 | 13 | 669 | -0.46 | -0.18 | -0.4 | 0.48 | i | 42
COc1cc(OC)c(N(C)S(=O)(=O)c2cccc(C(=O)NC3=NCCS3)c2)cc1Cl | 0.0 | 1301 | -7% | / | / | / | / | / | / | -0.54 | 1022 | 9 | 718 | -0.1 | -0.21 | -0.15 | -0.75 | i | 58
CCN(CC)c1ccc(NC(=O)COc2ccc(N(C)S(=O)(=O)c3cccs3)cc2)cc1 | -0.1 | 1085 | -2% | i | 5 | 3.7 | 2.5 | 2.1 | -1.0% | -0.84 | 1215 | 5 | 664 | -0.55 | -0.23 | 0.012 | 0.02 | i | 10
CC(=O)N(c1ccc(Cl)cc1)c1cn(C(C)=O)c2ccccc12 | -1.3 | 1100 | -8% | i | -33 | 1.5 | 1.4 | 17 | 2.7% | -0.31 | 1661 | -9 | 678 | -0.47 | -0.28 | -0.24 | 0.46 | i | 37
Cc1ccc(C(=O)c2cn[nH]c2-c2cc(Cl)ccc2O)cc1 | -0.8 | 1426 | 4% | i | -4 | 3.6 | 1.5 | 13 | -2.6% | 0.15 | 1052 | / | / | -0.46 | -0.27 | -0.2 | -0.38 | i | 18
CC(=O)Oc1ccc2oc(C)c(C(=O)N3CCOCC3)c2c1 | -7.5 | 955 | -7% | i | 6 | 2.9 | 1.6 | 4.7 | -0.2% | 0.84 | 1267 | / | / | 1 | -0.19 | 0.61 | -0.55 | i | 21
O=C(c1ccccn1)N1N=C2/C(=C/c3ccc(F)cc3)CCCC2C1c1ccc(F)cc1 (stereo unspecified) | 0.5 | 1040 | -2% | i | 33 | 5.3 | 1.6 | 5.4 | -1.5% | -1.4 | 1288 | -5 | 577 | 0.01 | -0.28 | -0.11 | 0.75 | i | 38
N#CC1=C2SCC(O)(c3ccccc3)N2C(=O)CC1c1ccccc1 (stereo unspecified) | 46 | 414 | -9% | + | 50* | 34* | 42* | 73* | -0.9% | -0.89 | 669 | / | / | -0.52 | -0.013 | 0.31 | -0.57 | i | 30
C(=N\c1nc2ccccc2n1CCN1CCCCC1)/c1ccc2c(c1)OCO2 | -2.5 | 840 | 3% | i | -5 | 2.1 | 1.3 | 2.7 | -2.2% | / | / | / | / | 1.8 | -0.16 | 1 | -1.5 | i | 44
c1coc(-c2nc(-c3ccncc3)no2)c1 | / | / | -6% | i | -3 | 1.3 | 1.2 | 1.3 | -2.5% | -0.7 | 1283 | 10 | 721 | -0.82 | -0.23 | -0.36 | 0.33 | i | 26
CN1C2=CC=CC=CC2=[N+](C)C12C([N+](=O)[O-])=CC(=[N+]([O-])[O-])C=C2[N+](=O)[O-] (stereo unspecified) | 0.1 | 1294 | -4% | / | / | / | / | / | / | 0.25 | 1066 | 2 | 724 | 0.092 | -0.19 | 0.14 | 0.14 | i | 26
Nc1n[nH]c(N)c1N=Nc1ccc2c(c1)OCO2 | 2.0 | 1399 | 7% | i | -8 | 2.2 | 1.3 | 2.1 | -2.3% | -0.55 | 1438 | 14 | 747 | 0.85 | 0.55 | 0.54 | -2 | i | 26
CCN(CC)Cc1c(C(=O)N2CCc3ccccc3C2)nc2ccc(Cl)cn12 | -3.5 | 966 | / | i | -8 | 1.9 | 1.8 | 7.6 | -1.4% | -0.02 | 1602 | -3 | 736 | -0.3 | -0.34 | 0.043 | 0.76 | i | 6
Cc1cc(C(=O)Nc2nc3c(s2)CCCC3)cs1 | -1.5 | 1157 | 1% | i | 23 | 3.4 | 0.8 | 8.1 | -1.0% | / | / | / | / | 0.085 | 0.59 | 0.62 | -0.001 | i | 47
CNC(=O)c1snnc1-c1ccccc1 | -13 | 1146 | 9% | i | -1 | 4.1 | 3.1 | 7.0 | -3.7% | / | / | 10 | 770 | -0.35 | -0.25 | -0.28 | 1.4 | i | 44
CC(C(=O)Nc1cccnc1)n1cc([N+](=O)[O-])cn1 (stereo unspecified) | -3.4 | 1114 | 5% | i | 23 | 4.8 | 2.7 | 3.6 | 0.9% | 0.23 | 1363 | 2 | 681 | -0.085 | -0.25 | 0.01 | 0.11 | i | 41
Cc1cccc2cc(CN(CC3CCCO3)C(=O)c3ccncc3)c(=O)[nH]c12 (stereo unspecified) | 0.3 | 969 | -4% | i | 11 | 3.5 | 3.1 | 6.8 | 1.7% | 0.05 | 1097 | -9 | 751 | 0.53 | -0.19 | 0.73 | 0.48 | i | 19
CCCc1ccc(OCCNC(C)=O)cc1 | / | / | -3% | i | 3 | 5.3 | 2.7 | 7.9 | / | / | / | / | / | -0.65 | -0.23 | -0.19 | 1.3 | i | 24
COc1cccc(/C=N/n2c(N)c(S(=O)(=O)c3cccs3)c3nc4ccccc4nc32)c1OC | 0.4 | 782 | 3% | i | 26 | 4.1 | 1.5 | 6.8 | -0.1% | -2.5 | 679 | / | / | 0.67 | -0.21 | 0.66 | 0.49 | i | 50
CCn1nnnc1SCC(=O)Nc1nc2ccc(OC)cc2s1 | -3.1 | 1200 | -2% | i | 3 | 3.5 | 1.3 | 1.4 | -2.0% | 0.44 | 1191 | -14 | 752 | -0.18 | -0.17 | -0.48 | -0.16 | i | 57
COc1cc(/C=C/C(=O)O)cc(S(=O)(=O)Nc2ccc3nc(C)sc3c2)c1OC | 2.3 | 1365 | -1% | / | / | / | / | / | / | 0.39 | 941 | 23 | 784 | 2.2 | -0.58 | 0.82 | -1.7 | i | 18
Cc1ccc(C(=O)Oc2oc(-c3ccccc3)nc2C=Nc2ccc(N(C)C)cc2)cc1 | -1.7 | 538 | 15% | i | 18 | 6.6 | 1.3 | 7.3 | -4.4% | 0.9 | 1285 | 5 | 754 | -0.69 | 0.98 | -0.076 | 0.18 | i | 40
C/C(=N\NC(=O)c1ccccc1[N+](=O)[O-])c1ccc(Br)s1 | -4.2 | 1094 | 0% | i | 31 | 2.3 | 1.2 | 2.1 | -1.1% | 2 | 1644 | -3 | 673 | -0.12 | -0.1 | 0.16 | 0.77 | i | 59
O=C(/C=C/c1ccccc1)OCc1cnc(Cl)s1 | -3.8 | 1093 | 2% | i | 9 | 3.0 | 1.7 | 5.6 | 0.4% | -0.3 | 1532 | 27 | 636 | 1 | -0.27 | 0.52 | -1.6 | i | 52
COc1ccc(OC)c(/C=N/NC(=O)c2ccc(=O)[nH]n2)c1 | 0.3 | 1233 | -12% | / | / | / | / | / | / | 0.33 | 1061 | 14 | 670 | -0.36 | -0.13 | -0.24 | 0.14 | i | 15
Cc1cc(C)c(S(=O)(=O)N2CCOC2CNC(=O)C(=O)NCc2cccnc2)c(C)c1 (stereo unspecified) | 1.4 | 515 | 0% | i | -32 | 4.6 | 2.3 | 6.4 | -3.6% | -0.15 | 1266 | -13 | 696 | -0.74 | -0.26 | 0.33 | 0.54 | i | 45
O=C(CC1SC(=Nc2ccc(O)cc2)NC1=O)Nc1ccccc1 (stereo unspecified) | -0.4 | 1330 | -6% | / | / | / | / | / | / | 0.98 | 1278 | 4 | 719 | -0.78 | -0.25 | -0.38 | 0.36 | i | 51
